Assay outcomes: PubChem, several laboratories
NPR1 activator: GC-A stimulated cGMP production enhancers – HEK293 GC-A cells, cGMP TR-FRET, EC30 ANP, primary screen; 0% at EC30 ANP, 100% saturating ANP; activation, % at 10 µM; 0.14% of 370,000 active; in the data active means activation above about 40%
ASAP1 inh: inhibitors of human ASAP1 ArfGAP activity, primary screen, biochemical, fluorescence polarization. 0.19% of 360,000 active. inhibition, % at 16.5 µM. Arf-GAP with SH3 domain, ANK repeat and PH domain-containing protein 1 (Homo sapiens), …. AID 624377, 2012. ASAP1-stimulated ARF1 GTP hydrolysis, GDP FP detection; in the data active means inhibition above about 25%;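 further: 0% = vehicle with enzyme and substrate and 100% = no enzyme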
PG9 Ab binder: binders of HIV-1 gp120 antibody PG9, primary screen, biochemical, TR-FRET | HIV-1 gp120 / PG9 antibody interaction | TR-FRET gp120-PG9 antibody binding | inhibition, % at 6.7 µM | 0.43% of 360,000 active; in the data active means inhibition above about 8.5%
HTRA1 inhibitor: HTRA1 serine protease inhibitors, primary screen, biochemical, fluorescence polarization, HTS. Q92743. recombinant HTRA1, FP-rhodamine activity-based probe. inhibition, % at 5.96 µM. 0.5% of 340,000 active. AID 504803, 2011; in the data active means inhibition above about 36%;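 further: 0% = enzyme with DMSO and 100% = wells lacking enzyme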
Target sequence (Q92743 whole entry, looked up): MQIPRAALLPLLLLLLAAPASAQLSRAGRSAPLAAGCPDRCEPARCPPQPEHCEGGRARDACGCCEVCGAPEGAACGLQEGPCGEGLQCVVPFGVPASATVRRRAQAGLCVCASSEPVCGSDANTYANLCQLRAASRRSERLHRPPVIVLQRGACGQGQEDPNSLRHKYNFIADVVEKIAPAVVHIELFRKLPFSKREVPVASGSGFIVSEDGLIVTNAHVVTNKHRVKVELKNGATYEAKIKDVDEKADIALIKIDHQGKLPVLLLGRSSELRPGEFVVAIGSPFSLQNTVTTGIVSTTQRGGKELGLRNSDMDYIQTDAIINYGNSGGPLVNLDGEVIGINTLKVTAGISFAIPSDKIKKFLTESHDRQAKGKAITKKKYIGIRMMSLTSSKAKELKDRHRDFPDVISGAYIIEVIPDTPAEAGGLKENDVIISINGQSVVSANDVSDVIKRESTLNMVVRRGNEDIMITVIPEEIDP
Rev-erbA mod: modulators of Rev-erb alpha DNA binding, primary screen, biochemical, FITC-DNA, fluorescence polarization, uHTS; Nuclear receptor subfamily 1 group D member 1 (Homo sapiens), P20393; Rev-erbα–FITC-DNA binding, 90 min; activity, % at 10 µM; 0.79% of 370,000 active; AID 1259318, 2017;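 active means activity above about 14%, limit read from the data; passing the limit was not always enough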;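 further: 0% = DMSO wells with 35 nM protein and 100% = DMSO wells with 750 nM protein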
Target sequence (P20393 whole entry, looked up): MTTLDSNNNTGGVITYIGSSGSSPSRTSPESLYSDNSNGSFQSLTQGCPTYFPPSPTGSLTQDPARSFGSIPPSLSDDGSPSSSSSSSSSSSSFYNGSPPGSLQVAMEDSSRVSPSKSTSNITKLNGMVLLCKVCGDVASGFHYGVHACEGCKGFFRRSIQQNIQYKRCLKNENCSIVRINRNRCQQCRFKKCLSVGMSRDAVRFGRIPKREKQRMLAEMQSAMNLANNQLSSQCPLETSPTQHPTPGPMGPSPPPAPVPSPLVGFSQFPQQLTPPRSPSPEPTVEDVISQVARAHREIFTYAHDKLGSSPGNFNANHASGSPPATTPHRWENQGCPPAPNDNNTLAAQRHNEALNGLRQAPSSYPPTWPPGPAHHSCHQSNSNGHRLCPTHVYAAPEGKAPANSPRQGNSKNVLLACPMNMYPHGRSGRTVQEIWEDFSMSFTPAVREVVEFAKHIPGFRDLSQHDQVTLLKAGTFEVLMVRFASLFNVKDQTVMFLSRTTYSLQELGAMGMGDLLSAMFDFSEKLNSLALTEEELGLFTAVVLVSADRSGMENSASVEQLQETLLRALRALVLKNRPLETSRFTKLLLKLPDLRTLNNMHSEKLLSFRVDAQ
mABHD4 FP: ABHD4 inhibitors, primary screen, biochemical, fluorescence polarization, mouse; (Lyso)-N-acylphosphatidylethanolamine lipase (Mus musculus), Q8VD66; purified mABHD4, FP-Rh probe fluorescence polarization; inhibition, % at 8.92 µM; 0.54% of 370,000 active; AID 720543, 2013;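 active means inhibition exceeding the mean over every tested compound plus 3 SD, cut at about 30% in these data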;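 further: 0% = plate median of compound wells and 100% = S159A mutant with DMSO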
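Assay system: mouse ABHD4 enzyme, wild type / Also added: fluorescent activity-based probe FP-Rh / Doses: single nominal dose of 8.92 µM, 0.89% DMSO final / Timing: 45 min compound pre-incubation plus 60 min probe step, 25 °C / Signal: FP readout, ex 525 nm / em 598 nm / Control set: S159A mutant/DMSO as 100%, compound-well median as 0%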
rCAG RNA binder: binders of r(CAG) RNA repeats, primary screen, biochemical, fluorescence. r(CAG) RNA repeat, TO-PRO-1 dye displacement fluorescence. inhibition, % at 3 µM. 1.3% of 370,000 active;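 active means inhibition above the plate cutoff, the mean of all test compounds on that plate plus 3 SD, cut at about 35% in these data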;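 further: 0% = DMSO alone and 100% = 100 µM mitoxantrone as full dye displacement; higher means more dye released from RNA so lower well fluorescence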
SMARCA2 activ: SMARCA2 (BRM) function activators, primary screen, cell-based, luminescence, high throughput | 1% of 370,000 active | MG213 cells, MMTV-luciferase reporter, dexamethasone, overnight | activation, % at 9.1 µM | AID 652017, 2013; in the data active means activation above about 7.8%;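 further: 0% = vehicle wells and 100% = reference activator wells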
ARFGAP1 inhibitor: inhibitors of rat ARFGAP1 GAP activity, primary screen, biochemical, fluorescence polarization, GDP tracer; ADP-ribosylation factor GTPase-activating protein 1 (Rattus norvegicus), Q62848; Arfgap1-stimulated ARF1 GTP hydrolysis, GDP FP detection; inhibition, % at 16.5 µM; 0.26% of 360,000 active;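 active means inhibition above a per-plate limit, mean inhibition of low control wells plus 3 SD, cut at about 25% in these data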;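 further: 0% = DMSO wells with enzyme and 100% = wells lacking Arfgap1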
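Replicates: Single well per compound | Assay system: Truncated rat Arfgap1 GAP domain | Control set: No-Arfgap1 wells (100%) versus DMSO full-reaction wells (0%) | Times: Enzyme reaction 120 min at 25 °C after 20 min preincubation | Reagent: Human ARF1(Δ1-17)-GTP substrate | Measured by: Tracer-displacement fluorescence polarization with EDTA stop, 620/688 nm | Measure: Percent inhibition of Arfgap1-stimulated GTP hydrolysis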
GC-B act: human GC-B receptor activators, primary screen, HEK293 GC-B cells, cGMP TR-FRET, EC30 CNP; 0% at EC30 CNP, 100% saturating CNP; 0.11% of 370,000 active; activation, % at 10 µM; AID 1920062, 2024;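 active means activation at 10 µM reaching about 35% in either raw or pattern-adjusted values, limit read from the data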
* marks the source's active call; other numbers are inactive results; . = not tested or not shown.

SMILES	NPR1 activator	ASAP1 inh	PG9 Ab binder	HTRA1 inhibitor	Rev-erbA mod	mABHD4 FP	rCAG RNA binder	SMARCA2 activ	ARFGAP1 inhibitor	GC-B act
O=C(Nc1cc(S(=O)(=O)N2CCOCC2)ccc1N1CCCC1)c1ccc2c(c1)S(=O)(=O)c1ccccc1C2=O	7	-4	-0.2	1	1	5	21	1	-1	5
O=C(Cc1ccccc1)NCC(=O)N1CCC2(CC1)NCCc1[nH]cnc12	3	-7	1.0	3	-2	4	2	-1	9	0
Cc1ccsc1C(=O)Nc1ccc(O)c(-c2nc3ccccc3s2)c1	-1	-6	51*	11	450*	9	19	3	3	-6
O=C(CSc1nc2ccccc2s1)Nn1cnnc1	-3	-1	-2.0	1	-2	6	1	1	-6	3
CC(C)(C)C1CCc2c(sc3nc(SCC(=O)O)nc(N)c23)C1 (configuration not stated)	4	2	0.9	-6	3	-1	36*	-9	2	-9
CCN(C(=O)COC(=O)Cn1c(=O)oc2ccccc21)c1c(N)n(Cc2ccccc2)c(=O)[nH]c1=O	4	-20	0.2	7	-3	6	2	0	-6	1
CCc1ccc2c(c1)/C(=C/C(=O)c1cccs1)C(=O)N2	-11	-2	-3.3	-7	-2	37*	21	3	8	-18
COC(=O)CCSCc1cn2cc(Cl)ccc2n1	3	3	-0.3	3	2	-1	0	-4	-10	4
CC(=O)Nc1ccc(NC(=O)COC(=O)C2(c3ccc(Cl)cc3)CCCC2)cc1	-11	-1	1.8	-15	5	-18	3	-1	-1	-9
OC(COC(c1ccc(F)cc1)c1ccc(F)cc1)CN1CCc2ccccc2C1 (configuration not stated)	-2	-5	-0.1	-13	-1	2	1	1	3	-1
Cc1cccc(-c2cccc3nccn23)c1	3	10	-1.1	.	-1	-3	2	-1	-6	-3
Cc1c(NC(=O)COC(=O)/C=C/c2cccc(Br)c2)c(=O)n(-c2ccccc2)n1C	-1	-10	-2.4	1	3	-7	0	-4	-3	-6
Cc1ccc(S(=O)(=O)N2CCN(C(=S)NCC3CCCO3)CC2)cc1 (configuration not stated)	-2	-11	-1.8	4	-3	-3	-4	-3	10	0
Cc1ccc(OC2CCN(C(=O)[C@@H](Cc3ccccc3)NC(=O)[C@H]3O[C@@H](n4ccc(=O)[nH]c4=O)[C@H](O)[C@@H]3O)CC2)cc1	-3	-6	-1.3	.	-3	-2	2	0	1	7
CCN(CC)c1ccc2c(C)c(Cl)c(=O)oc2c1	16	-7	1.0	-5	-3	0	2	1	-5	1
CN(CCc1ccccn1)C(=O)Cn1nc(-c2ccccc2)ccc1=O	3	.	.	.	0	5	-2	-7	.	9
Cc1cc(C)cc(NC(=O)C2C3C=CC4(O3)C2C(=O)N(CCCN2CCCC2)C4C(=O)NC2CCCC(C)C2C)c1 (configuration not stated)	3	-7	-1.1	5	-1	0	-5	0	-1	1
CCC[n+]1c(C)sc2c(OC)ccc(OC)c21	0	0	0.2	3	-9	3	-5	-1	7	-4
Cc1nc2c(C)cccn2c(=O)c1NC(=O)c1ccc(Br)o1	1	-2	-2.2	-2	5	-1	0	3	8	-4
CCC(=O)NC(Nc1cc(C)ccn1)(C(F)(F)F)C(F)(F)F	-1	10	-2.1	-4	5	5	0	-2	-8	-1

Shown bar-delimited: part of the list above.
mol | NPR1 activator | ASAP1 inh | PG9 Ab binder | HTRA1 inhibitor | Rev-erbA mod | mABHD4 FP | rCAG RNA binder | SMARCA2 activ | ARFGAP1 inhibitor | GC-B act
Cc1nc2c(C)cccn2c(=O)c1NC(=O)c1ccc(Br)o1 | 1 | -2 | -2.2 | -2 | 5 | -1 | 0 | 3 | 8 | -4
Cc1ccc(S(=O)(=O)N2CCN(C(=S)NCC3CCCO3)CC2)cc1 (configuration not stated) | -2 | -11 | -1.8 | 4 | -3 | -3 | -4 | -3 | 10 | 0

More results follow.
SMILES	NPR1 activator	ASAP1 inh	PG9 Ab binder	HTRA1 inhibitor	Rev-erbA mod	mABHD4 FP	rCAG RNA binder	SMARCA2 activ	ARFGAP1 inhibitor	GC-B act
COC(=O)c1ccccc1NC(=O)C1CCCN(S(=O)(=O)c2ccccc2)C1 (configuration not stated)	-3	0	-1.0	-12	5	0	-6	-3	-5	5
Cc1cc(Cl)ccc1OCC(=O)Nc1nc(-c2cccnc2)cs1	-1	1	-0.8	2	-7	-5	1	-1	12	-1
CC(C)NC(=O)NC(=O)COC(=O)c1ccc([N+](=O)[O-])cc1Cl	4	-2	-1.3	21	2	1	-5	-5	-3	-2
COc1ccc(NC(=O)CN(c2ccc(C(C)C)cc2)S(=O)(=O)c2c(C)noc2C)cc1OC	-9	7	0.0	-5	5	0	3	0	-1	4
CCCCCCn1c(=O)n2n(c1=O)C[C@]1(OC(=O)NC3CCCC3)CN(S(=O)(=O)c3ccc(C)cc3)C[C@]1(O)C2	1	-16	-1.4	-33	8	-21	6	-5	11	6
COc1ccc(NC(=O)CNc2ccc(C#N)cc2)cc1	4	-10	-1.2	5	-2	-4	-1	-1	14	-1
CN(C)S(=O)(=O)c1cccc(NC(=O)COC(=O)c2cn(-c3ccccc3)nc2-c2ccccc2)c1	-5	5	-1.2	-79	-3	-61	19	-2	7	-2
CC(=O)Nc1cccc(NC(=O)CSc2nc(=O)n(Cc3ccncc3)c3c2CCC3)c1	0	-8	-1.9	4	-2	-2	0	2	9	-2
CCc1ccc(NC(=O)c2cccc(C(=O)Nc3ccc(CC)cc3)n2)cc1	-5	4	-2.5	-46	-5	-16	4	3	12	-2
O=C(O)CSc1c(O)c2ccccc2[nH]c1=O	2	-7	-1.9	8	-5	11	2	0	5	-1
O=C1CCN(Cc2ccc(Br)cc2)CCN1[C@H](CO)c1ccccc1	-1	-3	-1.8	6	-3	-2	-5	0	-10	-2
Cn1c(=O)c2c(ncn2CC(=O)N2CCN(c3ccc(F)cc3)CC2)n(C)c1=O	6	-7	0.1	-6	-1	3	-3	0	1	1
Cc1noc(/C=C/N(C)C)c1S(=O)(=O)N1CCCC(C(=O)Nc2ccc3c(c2)OCO3)C1 (configuration not stated)	-1	-5	-0.2	-27	0	-26	23	3	3	4
Cc1ccc(CNC(=O)CCCc2nc3ccccc3s2)cc1	2	-11	-0.5	-1	-6	-4	-4	0	-3	4
CC1(C)CC(CCC(=O)Nc2ccccc2Cl)C(=O)O1 (configuration not stated)	3	.	.	11	4	.	.	.	.	-5
Clc1ccc2scc(CN3CCCC3)c2c1	-1	12	-2.2	0	-3	0	-4	-7	4	-7
COc1ccccc1NC(=O)c1ccc(-n2cncn2)nc1	1	-6	-1.1	-2	3	3	1	1	-3	-5
Cc1ccc(CNC(=O)C2CCC(=O)N(CCc3ccccc3)C2)s1 (configuration not stated)	-2	3	-2.4	3	2	2	-4	0	-12	3
COc1ccccc1NS(=O)(=O)c1ccc2nc(CCl)[nH]c2c1	-2	15	-3.1	1	-5	11	9	2	-9	4
COc1cc(C(=O)OC2CCCCC2=O)cc(OC)c1C (configuration not stated)	8	0	0.2	0	-6	2	-5	-4	5	-3
Cn1c(SCC(=O)c2ccccc2)nnc1-c1cnccn1	-3	-14	-0.5	4	5	6	0	4	-16	4
CCOC(=O)c1c(NC(=O)COC(=O)c2cc(OC)c(OC)cc2[N+](=O)[O-])sc(C)c1CC	5	0	1.6	-3	-3	-2	6	-4	-7	4
COc1ccc(-c2[nH]n(-c3ccc([N+](=O)[O-])cc3)c(=O)c2C=NCc2ccccc2)cc1	2	-6	3.2	-2	1	-5	2	0	-3	-2
CSc1nnc(N(CCC#N)CCC#N)s1	1	13	0.2	3	-3	0	-1	-3	-8	2
Cc1cc(N2CCN(C)CC2)nc2ccc(NC(=S)NCc3cccs3)cc12	6	1	-2.2	5	-2	7	0	-2	21	1
COc1ccc2nc(N(CCN(C)C)C(=O)c3ccc4ccccc4c3)sc2c1	-6	-2	0.1	-3	-5	2	-4	-1	8	-10
Cc1cc(C)nc(SCC(=O)c2cc3ccccc3oc2=O)n1	-3	-2	-1.2	1	1	4	6	0	-7	-2
CCC(=O)Nc1ccc2c(c1)nc1n2CCN(CCOC)C1	1	0	0.7	4	6	1	1	5	17	4
COc1cccc2cc(-c3nc(-c4cccs4)cs3)c(=O)oc12	9	-10	-0.8	-29	1	-10	19	8.6*	3	-5
Cn1c(CNC(=O)c2ccccc2F)nnc1SCc1nc2ccccc2c(=O)[nH]1	6	14	0.1	.	-2	4	10	-3	15	6
O=C(NCCc1ccc(F)cc1)N1CCOCC1	2	9	1.5	-1	-3	3	-3	1	-1	1
O=C(O)CCc1nnc(SCC(=O)Nc2ccc(Br)cc2)[nH]c1=O	3	-1	-2.8	.	5	1	3	4	-11	0
COc1ccc(Nc2nnc(SCC(=O)/C=C3/N(C)c4ccccc4C3(C)C)s2)cc1	-5	3	-0.8	-39	-1	-28	3	0	3	-5
CCOc1ccc(OCc2ccc(C(=O)NN=Cc3ccc[nH]3)cc2)cc1	-1	-3	0.2	-2	1	1	3	-6	-6	-1
CCOC(=O)c1cc(S(=O)(=O)Nc2ccc(F)cc2F)cn1C	1	-8	0.0	3	-2	2	4	0	9	4
C=CCn1c(CNC(=O)c2ccco2)nnc1SCC(=O)N1c2ccccc2Sc2ccccc21	-10	.	.	-6	7	.	.	.	.	-7
CC(OC(=O)C1=Cc2ccccc2OC1)C(=O)NCC1CCCO1 (configuration not stated)	7	-1	-1.4	-37	-2	-24	71*	2	-27	2
CCNc1nc(NC(C)C)nc(N(C#N)C(C)C(=O)N(CC)CC)n1 (configuration not stated)	0	-2	0.5	.	-1	-1	-6	-3	-4	3
CC1CCCN(c2ccc(C(=O)OCn3nnc4ccccc4c3=O)cc2[N+](=O)[O-])C1 (configuration not stated)	-2	-5	0.5	-8	4	-6	9	-1	-11	1
CCOc1ccc(C2=CSC3=NCCN23)cc1[N+](=O)[O-]	-2	-6	-0.1	3	2	0	11	0	8	2
CC(=O)c1c(C)[nH]c(C(=O)Nc2cc(C)ccc2C)c1C	-2	-3	0.4	-3	-2	-2	1	2	-6	-4
Nc1c(Cl)nc(-c2ccccc2)nc1Cl	7	4	-0.2	-6	-1	-7	-1	1	2	6
CC(=O)N1CCN(C(=O)c2cc(C)oc2C)CC1	2	1	-0.7	0	0	0	2	-1	-4	-1
CC(=O)c1cccc(-c2ccnc3c2CC(C(=O)Nc2ccccc2)O3)c1 (configuration not stated)	4	6	-0.2	.	6	0	3	-6	-3	3
CCOC(=O)C1=C(C)N(c2ccc(C)c(C)c2)C(=O)/C1=C\c1ccco1	3	10	-1.5	-4	7	3	2	1	5	0
